Tb PGK inh = T. brucei PGK inhibition; P07378; PGK/GAPDH coupled, Kinase-Glo luminescence, 60 min; Potency, µM (titrated, usually from 57.5 µM), for the others: top-dose activity change, negative = inhibition, hits mostly inhibitors; 0.043% of 380,000 active; further: potency means the concentration at half of the fitted maximal effect; on the % scale 0 is the no-effect control and ±100 the full control effect; nearly all actives have a fitted effect of over 60% in size
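Recombinant glycosomal PGK reaction used 1,3-bisphosphoglycerate generated in-well by GAPDH (100nM final) in 100mM TEA pH 7.6, 5mM MgCl2, 0.01% Tween-20. After 60 minutes at room temperature, ATP was read by Kinase-Glo Plus luminescence end-point.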
GLS inh = blocks human kidney-isoform glutaminase activity | 0.21% of 410,000 active | GLS enzymatic activity, qHTS titration | O94925 | Potency, µM (doses to about 45.5 µM), inactives show at the top dose activity change, negative = inhibition, usual class: inhibitors; further: potency means the concentration at half of the fitted maximal effect; on the % scale 0 is the no-effect control and ±100 the full control effect
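Two-point fluorescence kinetic (t0, 30 min RT) for hKGA; glutamate detected via glutamate oxidase–HRP–Amplex Red. Substrate: 1 mM L-glutamine solution; buffer 45 mM KH2PO4, pH 8.2.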
USP1-UAF1 inh = inhibitors of human USP1/UAF1 deubiquitinase; recombinant USP1/UAF1, Ub-Rhodamine cleavage fluorescence; O94782; Potency, µM (titrated, usually from 57.1 µM), for the others: at the highest dose activity change, negative = inhibition, most hits filed as inhibitors; 0.23% of 390,000 active; further: potency means the concentration at half of the fitted maximal effect; on the % scale 0 is the no-effect control and ±100 the full control effect; nearly all actives have a fitted effect of over 60% in size; inactives centre near -12
Target sequence (O94782 whole entry, looked up): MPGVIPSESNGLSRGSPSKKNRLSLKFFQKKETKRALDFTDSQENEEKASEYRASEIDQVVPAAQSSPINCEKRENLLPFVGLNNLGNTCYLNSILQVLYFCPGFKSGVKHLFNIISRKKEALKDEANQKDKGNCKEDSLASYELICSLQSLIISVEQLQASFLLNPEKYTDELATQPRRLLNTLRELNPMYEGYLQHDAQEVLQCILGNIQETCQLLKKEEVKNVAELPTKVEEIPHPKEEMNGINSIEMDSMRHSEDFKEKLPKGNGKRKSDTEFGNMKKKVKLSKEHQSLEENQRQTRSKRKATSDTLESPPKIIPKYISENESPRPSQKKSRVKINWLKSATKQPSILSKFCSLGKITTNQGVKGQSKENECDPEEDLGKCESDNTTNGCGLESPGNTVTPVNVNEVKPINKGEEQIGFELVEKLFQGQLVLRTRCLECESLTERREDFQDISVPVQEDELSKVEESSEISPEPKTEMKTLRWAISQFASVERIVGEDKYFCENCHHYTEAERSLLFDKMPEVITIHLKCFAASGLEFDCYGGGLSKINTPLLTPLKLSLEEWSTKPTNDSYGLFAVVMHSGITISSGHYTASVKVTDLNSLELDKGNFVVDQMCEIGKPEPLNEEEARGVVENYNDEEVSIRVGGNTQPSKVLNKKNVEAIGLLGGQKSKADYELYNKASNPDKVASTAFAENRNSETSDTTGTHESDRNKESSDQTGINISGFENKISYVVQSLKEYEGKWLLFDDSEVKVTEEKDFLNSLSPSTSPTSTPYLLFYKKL
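USP1/UAF1 complex at 1 nM was preincubated with compound for 15 min at room temperature, then Ub-Rho substrate (150nM final) was added. Fluorescence (480/540 nm) was read kinetically, 6 reads every 60 seconds.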
Pin1 inhibitor = inhibitors of human Pin1. Q13526. Pin1 FP peptide displacement, HiFluor488, 10 min. Potency, µM (series often up to 115 µM), for inactives: at the top dose activity, negative = inhibition, hits mostly inhibitors. 0.009% of 390,000 active. AID 504891; active means well fitted inhibition curve with a large enough effect in the polarisation, with a control signal flat, not every such curve was filed as active; inconclusive means small, poorly fitted or top-dose-only effect, or effect the other way, or a change in a side signal; inactive means no such curve, though single readings can be large or run the other way; the % refers to the polarisation; further: potency means the concentration at half of the fitted maximal effect; on the % scale 0 is the no-effect control and ±100 the full control effect
PI4K2A inh = inhibitors of human PI4K2A. activity change, negative = inhibition, % at 76.9 µM. 0.13% of 420,000 active. Q9BTU6. AID 1346378. purified PI4K2A, ADP-Glo luminescence, 1 h; active compounds read low; in the data active means activity change below about -50%; inconclusive means mostly about -30% to -49%;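 further: -100% = wells without enzyme as full effect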
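In this quantitative HTS, ADP production by PI4K2A was quantified luminescently after 1 h at ambient temperature; 100 microM adenosine served as plate-quality control.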
TrxR1 substrate = rat thioredoxin reductase 1 substrate activity. O89049. purified TrxR1 substrate turnover, NADPH consumption readout. Potency, µM (highest dose often 114 µM), for the others: at the highest dose activity change, negative = substrate turnover. 0.01% of 390,000 active. AID 588456; further: potency means the concentration at half of the fitted maximal effect; on the % scale 0 is the no-effect control and ±100 the full control effect; nearly all actives have a fitted effect of over 50% in size
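Rat TrxR1, dispensed at 90 nM, was prereduced with 400 uM NADPH (final) for 5 min at ~22 deg C, then incubated with compound 15 min before 400 uM selenite. A first-read NADPH fluorescence drop versus no-compound background flagged substrates.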
mIDH1 inhibitor = human IDH1 R132H inhibition; Potency, µM (highest dose often 76.6 µM), for the others: at the top dose activity change, negative = inhibition, hits mostly inhibitors; 0.093% of 390,000 active; O75874; IDH1-R132H enzyme, NADPH consumption, diaphorase/resazurin fluorescence; further: potency means the concentration at half of the fitted maximal effect; on the % scale 0 is the no-effect control and ±100 the full control effect; nearly all actives have a fitted effect of over 65% in size
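IDH1-R132H (0.5 ug/mL) preincubated 30 min with compound, then NADPH (0.016 mM) and alpha-KG (2 mM) added; 80 min at RT, pH 7.5. Remaining NADPH coupled via diaphorase/resazurin to fluorescence (540/590 nm); concentration-response curves normalized to no-enzyme control.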
HP1b chromo inh = HP1-beta chromodomain-methylated histone interaction inhibition. AlphaScreen HP1-beta / biotin-H3K9me3 peptide binding. Potency, µM (titrated, usually from 114 µM), for inactives: at the highest dose activity change, negative = inhibition, most hits filed as inhibitors. 0.56% of 390,000 active. AID 540317; further: potency means the concentration at half of the fitted maximal effect; nearly all actives have a fitted effect of over 70% in size; inactives centre near 23
Target sequence (P83916 whole entry, looked up): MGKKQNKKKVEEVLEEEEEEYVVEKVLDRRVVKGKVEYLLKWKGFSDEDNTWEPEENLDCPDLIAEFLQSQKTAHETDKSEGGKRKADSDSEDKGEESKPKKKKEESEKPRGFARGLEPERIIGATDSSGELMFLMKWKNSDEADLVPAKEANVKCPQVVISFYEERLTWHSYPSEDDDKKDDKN
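HP1-beta protein (50 nM final) preincubated 30 min at room temperature with biotinylated H3(1-18)K9me3 peptide (50 nM) in PBS pH 7.4, 0.01% Tween-20, then compound added for 30 min. AlphaScreen streptavidin donor/nickel chelate acceptor beads (10 ug/mL final), 30 min dark, luminescence read.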
rTrxR1 inhibitor = blocks rat thioredoxin reductase 1. AID 588453. 1% of 390,000 active. Potency, µM (titrated, usually from 114 µM), without a hit: at the highest dose activity change, negative = inhibition, hits mostly inhibitors. recombinant rTrxR1, NADPH fluorescence consumption, selenite substrate; further: potency means the concentration at half of the fitted maximal effect; on the % scale 0 is the no-effect control and ±100 the full control effect; nearly all actives have a fitted effect of over 65% in size
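Rat TrxR1 (90 nM in the dispensed reagent) was pre-reduced with 400 uM NADPH for 5 min at room temperature, then incubated with compound for 15 min. After 400 uM selenite was added, NADPH fluorescence (Ex 340/Em 450 nm) was followed for 8 min.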
* marks the source's active call; other numbers are inactive results; i = inactive; ? = inconclusive; . = no result given; & = joins results of further samples; [ ] = another dose, or the depositor's remark. Unless noted, the call rests on the fitted dose curve; in most records, active means well fitted curve in the direction sought with a large enough effect; inconclusive means small, poorly fitted or top-dose-only effect, or another doubt; inactive means no such curve, though single readings can be large; an effect the other way counts as inactive or inconclusive. Not all compounds are listed; count on the stated rates, not on these rows.

SMILES	Tb PGK inh	GLS inh	USP1-UAF1 inh	Pin1 inhibitor	PI4K2A inh	TrxR1 substrate	mIDH1 inhibitor	HP1b chromo inh	rTrxR1 inhibitor
CC1CN(c2cc([N+](=O)[O-])ccc2Cl)CC(C)N1 (stereo not drawn)	-2%	3%	-4%	-5%	5	-2%	-4%	24%	12%
CCOC(=O)C1(CCc2ccccc2)CCN(Cc2ccco2)CC1	3%	5%	0%	0%	1	3%[57.1 µM]	1%	9%	4%[57.1 µM]
CCN1C[C@@]2(COC)C3[C@@H](OC)[C@H]4[C@@H]1[C@@]3(C1C[C@@]3(O)[C@H](OC(=O)c5ccccc5)C1[C@]4(OC(C)=O)[C@@H](O)[C@H]3OC)[C@@H](OC)C[C@H]2O (stereo partly drawn)	-1%	17%	-29%	-3%	0	-16%	-1%	26%	-27%
Cn1c(O)c(C=NC2C(=O)C3(C)CCC2C3(C)C)c(=O)n(C)c1=O (stereo not drawn)	8%	14%	-6%	2%	2	-10%	0%	24%	-11%
Cc1[nH]c2ccccc2c1C(=O)CN1CC=C(c2ccccc2)CC1	-5%	-16%	-9%	19%	0	-12%	-12%	3%	3%
CCCCn1c(O)c(C(C)=NCC2CCCO2)c(=O)[nH]c1=O (stereo not drawn)	i	4%	-9%	-3%	2	-11%	0%	0%	-16%
C=C1C[C@]2(O)[C@@]3(C)CCC(=O)C(C)(C)C3=C(O)C(=O)[C@@]2(C)[C@@H]2C(=O)O[C@@](C)(C(=O)OC)C(=O)[C@@]12C	-1%	8%	3%	6%	-7	-7%	-13%	8%	-12%
O=C1NCCCCC1(Cl)Cl	6%	8%	-18%	-9%	-4	-8%[57.1 µM]	-4%	2%	1%
O=C(CCc1ccccc1)N1C[C@H]2C[C@@H](C1)c1cccc(=O)n1C2	-9%	9%	-16%	-7%	-1	8%	2%	21%	14%
CCOC(=O)c1cccc(C2=C(CNC(C)=O)[C@H]3CC[C@@H](C2)N3Cc2ccccc2)c1	7%	3%	0%	.	-2	.	16%	.	.
Cn1c(=O)oc2cc(S(=O)(=O)CCC(=O)N3CCN(c4ccccc4)CC3)ccc21	4%&-9%	16%&6%	-14%&-8%	-3%&9%	2&3	11%&2%	-4%&-3%	40%&24%[activator]	18%&6%
Nc1ccccc1C(=O)OCC(=O)Nc1ccc(Br)cc1F	6%	-1%	-13%	?	1	47%[activator]	2%	30%[activator]	44%[activator]

2 entries from above, field by field.
structure: CCOC(=O)c1cccc(C2=C(CNC(C)=O)[C@H]3CC[C@@H](C2)N3Cc2ccccc2)c1
  Tb PGK inh: 7%	GLS inh: 3%	USP1-UAF1 inh: 0%	Pin1 inhibitor: .	PI4K2A inh: -2	TrxR1 substrate: .	mIDH1 inhibitor: 16%	HP1b chromo inh: .	rTrxR1 inhibitor: .

structure: O=C1NCCCCC1(Cl)Cl
  Tb PGK inh: 6%	GLS inh: 8%	USP1-UAF1 inh: -18%	Pin1 inhibitor: -9%	PI4K2A inh: -4	TrxR1 substrate: -8%[57.1 µM]	mIDH1 inhibitor: -4%	HP1b chromo inh: 2%	rTrxR1 inhibitor: 1%

(listing goes on)
SMILES	Tb PGK inh	GLS inh	USP1-UAF1 inh	Pin1 inhibitor	PI4K2A inh	TrxR1 substrate	mIDH1 inhibitor	HP1b chromo inh	rTrxR1 inhibitor
Cc1ccc(-n2c(/C=C/c3ccccc3)nc3ccccc3c2=O)cc1Cl	-3%	3%	14%	5%	-2	7%[57.1 µM]	-11%	17%	19%[57.1 µM]
C[C@@H]1O[C@@H](O[C@H]2C[C@@H](O)[C@]3(CO)[C@@H]4C(CC[C@]3(O)C2)[C@@]2(O)CC[C@H](C3COC(=O)C3)[C@@]2(C)C[C@H]4O)[C@H](O)[C@H](O)[C@H]1O (stereo partly drawn)	-1%	9%	17%	2%	0	-5%	13%	27%	-5%
COC(/C(C)=C/C=C/C(C)=C/c1coc(C)n1)C(C)C1CC(O)C2(C)OC2C=CC(C)C2CC(CC(=O)O2)CC2OC2C(=O)O1 (stereo not drawn)	12%	4%	-14%	5%	-4	1%	3%	37%	10µM*
CCCCn1c(=O)c(C=Nc2cc([N+](=O)[O-])ccc2OC)c(O)n(CCCCl)c1=O	-2%	-9%	-8%	43%[activator]	-2	-3%	12%	-3%	23%
COc1ccc(NC(=O)CCc2nc(C3=CCN(Cc4cccc(C)c4)CC3)no2)c(OC)c1	-2%	?	-17%	8%	0	-2%[57.1 µM]	-5%	19%[57 µM]	8%[57.1 µM]
C[C@H](CO)N1C[C@H](C)[C@@H](CN(C)C(=O)Oc2cccc3ccccc23)OCc2cn(nn2)CCCC1=O	1%	-1%	9%	.	5	.	-7%	.	.
O=C(COc1ccc2ccccc2c1)N1CCN(CC2CC3C=CC2C3)CC1 (stereo not drawn)	-1%	13%	-9%	0%	2	-11%[57.1 µM]	4%	-64%	-7%[57.1 µM]
CCOC(=O)c1c(N)n(CCN2CCOCC2)c2nc3ccccc3nc12	-10%	13%	-25%	-2%	-1	166%[activator]	13%	19%	-13%
CC1C(c2cccs2)=[N+]([O-])C(C)(C(=O)c2cccs2)N1O (stereo not drawn)	17%	28%	-14%	2%	5	-13%	7%	21%	-15%
COC(=O)C1=C(c2cc3ccccc3s2)C[C@@H]2CC[C@H]1N2C(=O)NCc1cccc2ccccc12	2%	-3%	-12%	16%	2	2%[57.1 µM]	-11%	19%	-2%[57.1 µM]
N#CC1c2ccccc2-n2nncc2CN1C(=O)CCc1ccccc1 (stereo not drawn)	-2%	-7%	-25%	15%	-6	9%	12%	52%[activator]	25%
COc1ccc(OC)c(NC(=O)Cn2cc(C(=O)c3ccccc3F)c3ccccc32)c1	9%	0%	-29%	16%	-5	3%	3%	17%	33%
CC(=O)NC1C(OC(=O)Cc2ccccc2)OC(COC(C)=O)C(OC(C)=O)C1OC(C)=O (stereo not drawn)	-7%	2%	3%	-2%	0	7%	-1%	26%	12%
COc1cc(OC)c(OC)cc1CNC(C)C(O)c1ccccc1 (stereo not drawn)	-1%	3%	-6%	-2%	2	0%	-1%	8%	3%
C/C(=N\N1CCCCC1)c1c(O)[nH]c(=O)[nH]c1=O	i	10%	-8%	-4%	0	1%	3%	19%	2%
CCc1cccc(NC(=O)CN2C(=O)CN=C(c3ccccc3F)c3cc(Cl)ccc32)c1	-1%	2%	-23%	14%	-6	-1%[57.1 µM]	10%	18%	9%[57.1 µM]
CCN(CC)P(=S)(c1c(C)nc2ccccn12)c1c(C)nc2ccccn12	-6%	-18%	-11%	-18%	0	4%	3%	-25%	17%
COC(=O)C1=C(c2ccc3ccccc3c2)C[C@@H]2CC[C@H]1N2C(=O)NC(C)C	-4%	-2%	-21%	1%	1	7%[57.1 µM]	-6%	27%	13%[57.1 µM]
COC(=O)C1=C(c2cccc(OCc3ccccc3)c2)C[C@@H]2CC[C@H]1N2C(=O)NCCCc1ccccc1	-9%	-2%	-17%	2%	3	-12%	0%	18%	-7%
CCOc1cc2c(cc1OCC)-n1cccc1C(c1c(O)cccc1OC)NC2 (stereo not drawn)	-4%	19%	-17%	-7%	0	8%	-2%	-23%	26%
COc1ccc2c3c([nH]c2c1)C(C)NCC3 (stereo not drawn)	6%	?	?	?	-2	45%[activator]	-11%	-13%	?
Cc1ccc(-n2c(O)c(/C=C3/C(c4ccccc4)=Nc4ccccc43)c(=O)[nH]c2=O)cc1	6%	8%	-23%	?	-1	6%[0.457 µM]	0%	-31%	-32%
COc1ccc(CCN(C)Cc2ccncc2)cc1OC	i	-6%	-14%	-8%	4	2%	1%	?	0%
Fc1cccc(CCNCc2ccccn2)c1	-4%	2%	4%	-14%	39	4%	0%	-1%	-13%
COC(=O)C1=C(C)OC(N)=C(C#N)C12C(=O)Nc1ccccc12 (stereo not drawn)	-7%	0%	-12%	-19%	-1	0%	-15%	31%	19%
COc1cc(/C=C2\C(=O)NC(=O)N(c3ccc(C)cc3)C2=O)cc(OC)c1O	-9%	17%	-12%	?	-2	-5%	11%	25%	?
C#CCN(C)[C@H](C)Cc1ccccc1	i	1%	-17%	0%	0&-3	3%	10%	78%[activator]	-4%
CCn1c(C)c(C(=O)O)c2cc(OC)ccc21	-1%	-3%	-16%	-11%	-2	10%[57.1 µM]	5%	30%	31%[activator][57.1 µM]
Cc1cc(/C=C2\C(=O)NC(=O)N(Cc3ccccc3Cl)C2=O)c(C)n1-c1ccc(C(=O)O)cc1	?	133%[activator]	-11%	15%	4	2%[57.1 µM]	-15%	71µM*	-46%
O=C(N/N=C/c1c(O)n(C2CC2)c(=S)[nH]c1=O)c1ccccc1Cl	-4%	1%	-19%	17%	1	-12%	-1%	26%	?
CCCC1=C(C(=O)OCC)C2(C(=O)Nc3ccc(C)cc32)C(C#N)=C(N)O1 (stereo not drawn)	2%	11%	-5%	0%	0	-1%[57.1 µM]	2%	26%	-14%[57.1 µM]
O=C(NCC1=C(c2ccc3ccccc3c2)C[C@@H]2CC[C@H]1N2Cc1ccco1)c1ccncc1	2%	12%	-4%	.	-5	.	-7%	.	.

Single values from the list.
O=C(N/N=C/c1c(O)n(C2CC2)c(=S)[nH]c1=O)c1ccccc1Cl | HP1b chromo inh = 26%
C#CCN(C)[C@H](C)Cc1ccccc1 | mIDH1 inhibitor = 10%
O=C(NCC1=C(c2ccc3ccccc3c2)C[C@@H]2CC[C@H]1N2Cc1ccco1)c1ccncc1 | Tb PGK inh = 2%

Screening results deposited in PubChem BioAssay by National Center for Advancing Translational Sciences (NCATS).
